High-throughput results from PubChem.
ANO1 block: mouse TMEM16A channel inhibition, primary screen. 1.2% of 310,000 active. normalized B-score (activity score, 25-100; higher = stronger inhibition) at 10 µM. HEK293 TMEM16A/YFP iodide influx fluorescence, ionomycin. AID 588511;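 active means ratio plate-corrected score three or more library SD toward inhibition, starting fluorescence score within five deviations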;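 further: score derived from kinetic fluorescence span divided by baseline fluorescence per well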
Target sequence (Q8BHY3 whole entry, looked up): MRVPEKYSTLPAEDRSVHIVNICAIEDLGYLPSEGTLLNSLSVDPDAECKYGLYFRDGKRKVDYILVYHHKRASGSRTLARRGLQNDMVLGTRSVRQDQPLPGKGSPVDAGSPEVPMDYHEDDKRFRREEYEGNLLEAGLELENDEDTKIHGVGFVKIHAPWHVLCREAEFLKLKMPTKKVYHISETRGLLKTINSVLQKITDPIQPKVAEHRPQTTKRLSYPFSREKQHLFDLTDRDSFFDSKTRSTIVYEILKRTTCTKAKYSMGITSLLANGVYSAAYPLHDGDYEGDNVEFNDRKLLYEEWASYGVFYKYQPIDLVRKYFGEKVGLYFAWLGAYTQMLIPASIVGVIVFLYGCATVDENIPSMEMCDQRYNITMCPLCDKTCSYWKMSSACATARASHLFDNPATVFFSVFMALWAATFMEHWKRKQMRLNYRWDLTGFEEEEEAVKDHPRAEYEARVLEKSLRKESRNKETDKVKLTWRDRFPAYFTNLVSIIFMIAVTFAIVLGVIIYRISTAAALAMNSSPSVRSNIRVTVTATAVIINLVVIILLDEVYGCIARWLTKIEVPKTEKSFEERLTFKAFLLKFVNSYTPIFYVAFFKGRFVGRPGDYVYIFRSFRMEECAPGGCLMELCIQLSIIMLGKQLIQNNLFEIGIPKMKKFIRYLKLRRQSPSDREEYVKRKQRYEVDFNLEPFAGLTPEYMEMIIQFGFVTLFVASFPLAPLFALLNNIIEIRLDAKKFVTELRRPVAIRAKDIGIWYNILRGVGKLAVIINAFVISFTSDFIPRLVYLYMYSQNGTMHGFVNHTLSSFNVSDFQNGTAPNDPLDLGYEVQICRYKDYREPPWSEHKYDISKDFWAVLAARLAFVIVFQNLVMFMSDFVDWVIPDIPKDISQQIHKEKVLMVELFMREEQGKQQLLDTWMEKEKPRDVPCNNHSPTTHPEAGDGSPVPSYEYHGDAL
MrgX1 antagonist: human MrgX1 receptor antagonism, primary screen; 1.3% of 310,000 active; Q96LB2; B-score at 10 µM; MRGX1-HEK293 calcium flux, Fluo-4, BAM8-22 antagonism; hits give low values;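 active means calcium-response B-score plate-corrected more than 3 library SD below zero, starting fluorescence within 5 deviations, no agonist response on first addition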;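 further: peak minus trough fluorescence over baseline after final BAM8-22 challenge near maximal dose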
RGS4 act: RGS4 potentiation or activation | HEK293 M3R/inducible RGS4, carbachol calcium flux Fluo4; hits give low values | B-score at 10 µM | 0.92% of 310,000 active;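 active means B-score of the integrated calcium signal more than 4 SD below the library mean, with starting fluorescence not abnormally high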;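 further: negative B-score means reduced calcium response which marks RGS4 activation or potentiation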
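Reagent: ECmax carbachol challenge; Test system: M3R-expressing HEK293 line, RGS4 induced by doxycycline; Schedule: overnight RGS4 induction, 30 min dye load 37 °C, 20 min compound RT; Detection: calcium dye Fluo4 fluorescence; Read-out: Agonist-evoked peak-minus-minimum fluorescence over baseline, integrated ratio, B score.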
RGS4 inh: inhibitors of human RGS4; 0.45% of 310,000 active; B-score at 10 µM; HEK293 M3R/RGS4 inducible, Fluo-4 calcium flux; hits give high values; triggered by carbachol at its EC20; AID 463165; P49798;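 active means B-score, a plate-corrected calcium signal, over three deviations above library mean, with baseline fluorescence within five deviations of library mean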;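 further: RGS4 expression induced by doxycycline in cells with stable M3 receptor; B-score is computed from the integrated fluorescence ratio over baseline after carbachol; higher B-score means a larger calcium signal and so more RGS4 inhibition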
TMEM16A act: mouse TMEM16A channel activation, primary screen | Q8BHY3 | 0.3% of 340,000 active | B-score at 10 µM | AID 623877 | HEK293 TMEM16A/YFP-H148Q/I152L, iodide quench fluorescence; hits give low values;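 active means fluorescence-ratio B-score plate-corrected deviation score at least 3 library SD below zero, with starting fluorescence score within 5 deviations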;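 further: channel opened by trigger with iodide after compound preincubation; score built on the fluorescence ratio of max minus min over baseline; more negative score means more quench and so TMEM16A activation or potentiation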
HDAC3 inhib: blocks human histone deacetylase 3 | inhibition, % at 8.3 µM | O15379 | 0.15% of 320,000 active | AID 2718 | recombinant HDAC3, fluorogenic peptide/trypsin coupled, fluorescence; in the data active means inhibition above about 26%, passing the limit was not always enough; inconclusive means no clear call, values can overlap the other calls
MrgX1 agonist: activates human MrgX1 receptor signaling; Q96LB2; MrgX1-HEK293 cells, Fluo-4 calcium fluorescence, agonist mode; hits give high values; B-score at 10 µM; 0.44% of 310,000 active;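 active means calcium response B-score plate-corrected fluorescence ratio at least 3 library SD, with starting fluorescence B-score inside 5 SD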
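Test system: Stable human MrgX1 HEK293 cell line | Schedule: Overnight plating before 1 h dye loading | Read-out basis: Baseline-normalised fluorescence change ratio, B-scored | Detection: Kinetic calcium dye fluorescence, Fluo-4 NW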
TRPC6 activator: activates the mouse TRPC6 cation channel; Q61143; HEK293-TRPC6 membrane potential dye fluorescence; hits give high values; B-score at 10 µM; 0.13% of 310,000 active; AID 2550;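 active means B-score of the integrated fluorescence ratio above library mean plus 3 SD, and starting fluorescence ratio within library mean plus 5 SD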;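 further: higher score means more depolarization so channel activation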
SKKanGAS inh: inhibitors of SKKanGAS S. pyogenes growth in kanamycin (SK-promoter or general growth effect); BacTiter-Glo, 6 h; inhibition, % at 7.5 µM; 1.3% of 300,000 active;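 active means mean replicate score, as percent of positive control median, at least 50; inconclusive means mean below 50 but one replicate at or above 50; inactive means mean and every replicate below 50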;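 further: strain carries kanamycin resistance gene driven by streptokinase promoter and grows in 40 µg/ml kanamycin; loss of luminescence reflects streptokinase promoter inhibition or plain growth inhibition; 0% = median of DMSO wells and 100% = positive control at its reference dose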
TRPC6 inh: blocks the mouse TRPC6 cation channel; HEK293-TRPC6, membrane potential dye, ACh-evoked depolarization; hits give low values; B-score at 10 µM; 1.1% of 310,000 active;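 active means B-score under library mean minus 3 SD, initial fluorescence not abnormally high, positive integrated signal ratio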;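 further: B-score derived from integrated fluorescence ratio over the kinetic read; more negative B-score means stronger inhibition of depolarization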
MrgX1 PAM: human MrgX1 positive allosteric modulation, primary screen. Q96LB2. MrgX1-HEK293, Fluo-4 calcium flux, FDSS; hits give high values. B-score at 10 µM. 0.63% of 310,000 active;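 active means plate-corrected calcium response at least 3 library SD above typical, normal starting fluorescence, not activating the receptor alone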;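 further: compound read alongside a low EC10 to EC30 dose of BAM8-22 agonist; peak minus trough fluorescence over baseline measured at the second addition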
Numbers without * were called inactive; i = inactive; ? = inconclusive; . = not tested or not shown. The order is random. Share with any hit: about 6.7%.

SMILES	ANO1 block	MrgX1 antagonist	RGS4 act	RGS4 inh	TMEM16A act	HDAC3 inhib	MrgX1 agonist	TRPC6 activator	SKKanGAS inh	TRPC6 inh	MrgX1 PAM
Cc1nc2c(C(=O)N3CCCC3)cnn2c(C)c1Cc1c(F)cccc1Cl	i	i	i	i	i	-8.2	i	i	1.0	i	i
c1ccc(-n2cc(CN3CCCC(CN4CCCC4)C3)c(-c3ccc4c(c3)OCO4)n2)cc1 (stereo unspecified)	i	i	i	i	i	1.1	i	i	-6.0	-5.81*	i
Cc1ccc(S(=O)(=O)NCCC(=O)OCC(=O)N(C)c2ccccc2)cc1	i	i	i	i	i	4.1	i	i	-1.0	i	i
COC(=O)C1=C(C)N(Cc2ccco2)C(=O)N[C@H]1c1cccc(C(F)(F)F)c1	i	i	.	.	.	19.4	i	.	.	.	i
O=C(c1cc2ccccc2oc1=O)N(Cc1ccccc1F)C1CCS(=O)(=O)C1 (stereo unspecified)	i	i	i	i	i	.	i	i	1.7	i	i
CCn1nnnc1SCC(=O)c1ccc(C)cc1	i	i	i	i	i	3.0	i	i	-2.2	i	i
CC1CCCC(NC(=O)COC(=O)CCSc2ccccc2)C1C (stereo unspecified)	i	i	i	i	i	0.3	i	i	-5.5	i	i
CCOC(=O)c1c(NC(=O)CSc2nncn2C)sc(C)c1C	i	i	i	i	i	0.3	i	i	-2.5	i	i
Cc1cc(NCCCOC(C)C)n2c(nc3ccccc32)c1C#N	i	i	i	i	i	-27.2	i	i	21.3	i	i
CCOC(=O)C(C)c1c(C)[nH]c(=S)[nH]c1=O (stereo unspecified)	i	i	i	i	i	4.1	i	i	-5.3	i	i
COc1ccc(C2C(C#N)=C(N)Oc3cc4c(cc32)OCO4)cc1 (stereo unspecified)	i	i	i	i	i	3.0	i	i	4.3	i	i
O=C1C(c2ccccc2)NC(=S)N1C1CCCCC1 (stereo unspecified)	i	i	i	i	i	0.6	i	i	-2.8	i	i
O=S(=O)(NCc1cccc(C(F)(F)F)c1)NCc1ccccc1F	i	i	i	i	i	-3.9	i	i	6.4	i	i
CC1(C)CC(=O)C2=C(C1)N(c1ccccc1)C(=O)C2(O)C(F)(F)F (stereo unspecified)	i	i	i	i	i	3.0	i	i	0.3	i	i
CCOc1ccc2[nH]cc(C(=O)NCc3ccccc3)c(=O)c2c1	i	i	i	i	i	-9.3	i	i	-1.2	i	i
Brc1ccc(-c2noc(CCc3ccccc3)n2)cc1	i	i	i	i	i	-7.4	i	i	-6.6	i	i
CCc1ccc(/C=C(\Cl)c2nc3cc(Cl)ccc3c(=O)[nH]2)cc1	i	i	i	i	i	-2.9	i	i	1.0	i	i
O=C(O)c1ccc(/C=C/c2nc3sc4c(c3c(=O)[nH]2)CCC4)cc1	i	i	i	i	i	-3.2	i	i	19.4	i	i
O=C1CCCN1c1ccc(S(=O)(=O)Oc2cccc(Cl)c2)cc1[N+](=O)[O-]	i	i	i	i	i	-3.2	i	i	-1.0	i	i
CC1=C(C(=O)OCC2CCCCC2)C(c2ccc(F)cc2)NC(=O)N1 (stereo unspecified)	i	i	i	i	i	8.7	i	i	-0.7	i	i
COC(=O)c1cc(S(=O)(=O)NCC2CCN(Cc3ccc(Cl)cc3)CC2)cn1C	i	i	i	i	i	-7.1	i	i	-8.6	i	i
CCOc1ccccc1N1CC(C(=O)Nc2ccc(C(=O)O)cc2)CC1=O (stereo unspecified)	i	i	i	i	i	-2.1	i	i	3.6	i	i
CCCC(=O)Oc1ccc(-c2nccc(C(OC)OC)n2)cc1	i	i	i	i	i	3.5	i	i	-8.1	i	i
CCOc1ccc(CCNS(=O)(=O)c2ccc(-c3ccc(=O)[nH]n3)o2)cc1OCC	i	i	i	i	i	?	i	i	-1.8	i	i
CC(C)C(c1nnnn1Cc1ccc(F)cc1)N1CCC(C(N)=O)CC1 (stereo unspecified)	i	i	i	i	i	-1.4	i	i	-4.4	i	i
O=C(COc1ccc(Cl)cc1)NNC(=O)C(=O)NC1CCCCC1	i	i	i	i	i	6.4	i	i	-3.8	i	i
O=C(NCc1ccccc1Cl)C(=O)NCC(c1ccco1)N1CCOCC1 (stereo unspecified)	i	i	i	i	i	-1.6	i	i	-9.1	i	i
COC(=O)c1cc(=O)n(CCc2ccc(OC)cc2)c(=Nc2ccc(F)c(Cl)c2)s1	i	i	i	i	i	.	i	i	-6.5	i	i
Cc1cccc(NC(=O)c2ccc(S(=O)(=O)N3CCCC3)cc2)c1C	i	i	i	i	i	-0.1	i	i	6.6	i	i
CC(C)C(NS(=O)(=O)c1cccs1)C(=O)NCc1ccc2c(c1)OCO2 (stereo unspecified)	i	-4.59*	i	i	i	0.0	i	i	1.5	i	i
O=C(Cn1c(=O)c2cccn2c2ccccc21)Nc1ccc(F)cc1F	i	i	i	i	i	2.6	i	i	18.0	i	i
Cc1ccc(C2=NNC(c3cccc(F)c3)S2)cc1 (stereo unspecified)	i	i	i	i	i	1.8	i	i	0.0	i	i
Cc1noc(/C=C/N(C)C)c1S(=O)(=O)N1CCC(C(=O)Nc2ccc(Cl)cc2)CC1	i	i	i	i	i	2.7	i	i	17.6	i	i
CCN1C(=O)CSC1=Nc1ccccc1Cl	i	i	i	i	i	-3.1	i	i	2.9	i	i
COc1ccc(C)cc1NC(=O)CNCc1cccs1	i	i	i	i	i	5.1	i	i	-4.1	i	i
O=C(O)c1ccc2c(c1)C(=O)N(c1ccc(Nc3ccccc3)cc1)C2=O	i	i	i	i	i	4.2	i	i	10.6	i	i
COC(=O)[C@@]1(Cc2ccc(F)cc2)[C@H]2c3cc(C(=O)N4CCCC4)n(CCO)c3C[C@H]2CN1C(=O)c1ccccc1	i	i	.	.	.	3.9	i	.	.	.	i
CCc1ccc(CN(Cc2cccnc2)C(=O)/C=C/c2ccc(OC)cc2)cc1	i	i	i	i	i	15.4	i	i	1.3	i	i
Cc1ccc(CNC(=O)COC(=O)c2ccc(S(=O)(=O)N3CCCC3)cc2)cc1	i	i	i	i	i	8.3	i	i	-3.2	i	i
CCOC(=O)C(C)Oc1cccc2c(=O)n(CC(=O)NCc3ccccc3)ccc12 (stereo unspecified)	i	i	i	i	i	4.5	i	i	-8.0	i	i
OCCC1CN(Cc2ccc(Oc3ncccn3)cc2)CCN1CCc1ccccc1 (stereo unspecified)	i	i	i	i	i	0.9	i	i	8.3	i	i
Cc1ccccc1CSCC(=O)N/N=C/c1cccs1	i	i	i	i	i	11.5	i	i	15.2	i	i
CCn1c(CNC(C)=O)nnc1SCC(=O)c1ccc(Br)cc1	i	i	i	i	i	12.4	i	i	-8.6	i	i
CC(C)N(Cc1nc(-c2ccccc2)no1)C(=O)c1ccc(Cl)cc1	i	i	i	i	i	0.5	i	i	3.7	i	i
CCOC(=O)C(C)Oc1ccc2c(-c3cccc([N+](=O)[O-])c3)cc(=O)oc2c1 (stereo unspecified)	i	i	i	i	i	5.1	i	i	4.6	i	i
COC(=O)N/N=C(\C)c1ccc(-n2ccnc2)cc1	i	i	i	i	i	-3.1	i	i	-1.1	i	i
CCOC(=O)c1sc(-c2cccc([N+](=O)[O-])c2)cc1N	i	i	i	i	i	-16.4	i	i	0.2	i	i
O=C(NC1CCCCC1)C(c1cccnc1)N(C(=O)c1csnn1)c1ccccc1F (stereo unspecified)	i	i	i	i	i	-13.0	i	i	4.9	i	i
COc1cccc(C(=O)c2c[nH]c(C(=O)NCc3cccnc3)c2)c1	i	i	i	i	i	11.6	i	i	-6.4	i	i
Cc1cccc(NC(=O)C(C)n2cc([N+](=O)[O-])cn2)n1 (stereo unspecified)	i	i	i	i	i	-8.6	i	i	-1.5	i	i
Cc1ccc(Cl)cc1-n1c(SCC(=O)NCCC2=CCCCC2)nc2n[nH]c(C)c2c1=N	i	i	i	i	i	2.1	i	i	9.3	i	i
CC(=O)N1c2ccc(S(=O)(=O)NCCC(=O)NCCc3ccc(Cl)cc3)cc2CC1C (stereo unspecified)	i	i	i	i	i	3.8	i	i	-5.9	i	i
COc1ccc(S(=O)(=O)N2CCCCCC2)cc1NC(=O)Cc1ccccc1	i	i	i	i	i	3.3	i	i	-3.0	-8.86*	i
COc1ccccc1CN1CC(C(=O)NCCC2=CCCCC2)CCC1=O (stereo unspecified)	i	i	i	i	i	1.4	i	i	0.5	i	i
CC1(C)CC(=O)C=C(Nc2ccccc2NC(=O)c2cnccn2)C1	i	i	i	i	i	2.7	i	i	1.8	i	i
CC(=Nc1ccc2c(c1)nc(CO)n2C)C1=C(O)CC(C)(C)CC1=O	i	i	i	i	i	1.9	i	i	-3.9	i	i
COc1cc2cc(CN(CCc3ccccc3C)C(=S)NCCCN3CCOCC3)c(=O)[nH]c2cc1OC	i	i	i	i	i	-16.8	i	i	3.1	i	i
O=C(NC1CCCCC1)C1CC=CCC1C(=O)OCC(Cl)=C(Cl)Cl (stereo unspecified)	i	i	i	i	i	-5.4	i	i	-3.3	i	i
CCCN1C(=O)c2cc(C(=O)O)ccc2C1O (stereo unspecified)	i	i	i	i	i	3.2	i	i	-2.3	i	i
O=C(Nc1cccc(C(F)(F)F)c1)/C(=C/c1ccco1)NC(=O)c1cccs1	i	i	i	i	i	4.4	i	i	1.7	i	i
(cont.)
SMILES	ANO1 block	MrgX1 antagonist	RGS4 act	RGS4 inh	TMEM16A act	HDAC3 inhib	MrgX1 agonist	TRPC6 activator	SKKanGAS inh	TRPC6 inh	MrgX1 PAM
CCCCc1cc(=O)oc2cc(C)cc(OCC(=O)N3C[C@H]4C[C@@H](C3)c3cccc(=O)n3C4)c12	i	i	i	i	i	-14.4	i	i	-3.3	i	i
CCN(CC(=O)NCc1ccc(Cl)cc1)CC(=O)Nc1ccc(C(N)=O)cc1	i	i	i	i	i	-2.8	i	i	4.4	i	i
CCS(=O)(=O)N1Cc2ccccc2CC1C(=O)OCC(=O)N(C(C)C)C(C)C (stereo unspecified)	i	i	i	i	i	?	i	i	.	i	i
O=C(c1ccc(Br)o1)N1CCN(c2ccc3nnc(-c4ccc(F)cc4)n3n2)CC1	i	i	i	i	i	0.1	i	i	6.7	i	i
Cc1ccc(S(=O)(=O)N(C)c2c(C)ccc(S(=O)(=O)N3CCN(C=O)CC3)c2C)cc1	i	i	i	i	i	-0.3	i	i	3.1	i	i
CSc1cccc(NC(=S)N2CCC(N(C)C3CCCCC3C)CC2)c1 (stereo unspecified)	i	i	i	i	i	2.8	i	i	-4.9	i	i
